Assay outcomes (PubChem BioAssay)
PKM2 act: PKM2 (human) enzyme activation; P14618; purified PKM2, Kinase-Glo ATP luminescence, activation; response scale: 0% is enzyme alone, no compound; Potency, µM (doses to about 57.5 µM), inactives show top-dose activation, usual class: activators; 260,000 tested, 0.34% active; AID 1631; note: potency is the fitted concentration of half-maximal effect; % is set by controls: 0 for no effect and ±100 for the full control effect; nearly all actives have a fitted effect of over 55% in size
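Purified hPK-M2 (>95%) run at intermediate activity with 0.1 mM ADP and 0.5 mM PEP in 50 mM imidazole pH 7.2, KCl, MgCl2; 1 h room temperature. ATP formed read by Kinase-Glo luminescence; normalized to uninhibited and no-enzyme controls.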
MBNL1 CUG block: blocks human MBNL1 binding to CUG repeat RNA; TR-FRET MBNL1-His/biotin-(CUG)12 binding, 665/545 ratio; Q9NR56; 280,000 tested, 0.036% active; Potency, µM (top dose mostly 57.5 µM), for inactives: top-dose activity change, negative = inhibition, actives largely listed as inhibitors; active = well fitted inhibition curve with a large enough effect in the signal ratio, with a control signal flat, not every such curve was filed as active; inconclusive = small, poorly fitted or top-dose-only effect, or effect the other way, or a change in a side signal; inactive = no such curve, though single readings can be large or run the other way; the % refers to the signal ratio; note: potency is the fitted concentration of half-maximal effect; % is set by controls: 0 for no effect and ±100 for the full control effect
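His-tagged MBNL1 binding to biotinylated (CUG)12 RNA was measured by TR-FRET using terbium anti-His antibody (0.055 ng/ul final) and streptavidin-XL665 (5 nM final). Compounds were titrated 92 nM to 58 uM; 60 min at room temperature.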
USP2a block: blocks human ubiquitin-specific protease USP2a | USP2 core, Ub-CHOP2 coupled fluorogenic reporter, 485/531 | O75604 | 330,000 tested, 0.01% active | Potency, µM (series often up to 38.3 µM), without a hit: top-dose activity change, negative = inhibition, usual class: inhibitors;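 note: potency is the fitted concentration of half-maximal effect; plate controls were DMSO wells for no effect and full inhibition by NEM control for full effect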
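Deubiquitinase activity read as fluorescence (485/531 nm) after Ub-CHOP2 cleavage activates the enterokinase reporter on its substrate; USP2 core 10nM, Ub-CHOP2 and substrate 25nM each, 30min compound preincubation then 60min RT; data normalized to NEM, curves fitted.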
GALK inh: inhibitors of human galactokinase | Purified GALK, Kinase-Glo residual ATP luminescence | Potency, µM (doses to about 57.5 µM), for inactives: at the highest dose activity change, negative = inhibition, hits mostly inhibitors | P51570 | 270,000 tested, 0.007% active; note: potency is the fitted concentration of half-maximal effect; % is set by controls: 0 for no effect and ±100 for the full control effect
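GALK at 5 nM final was combined with compound, 35 uM ATP and 100 uM galactose in HEPES pH8.0 with MgCl2 and DTT. The reaction ran one hour at room temperature before luminescent ATP detection.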
Eya2 inh: Eya2 (human) phosphatase inhibition; O00167; recombinant Eya2, OMFP fluorescence dephosphorylation (OMFP is methylfluorescein phosphate); Potency, µM (top dose mostly 76.9 µM), for inactives: top-dose activity, negative = inhibition, most hits filed as inhibitors; 330,000 tested, 0.006% active; AID 488837; note: potency is the fitted concentration of half-maximal effect; % is set by controls: 0 for no effect and ±100 for the full control effect
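Eya2 protein (added as 0.2 uM solution) was preincubated with compound for 10 min at ambient temperature in 50 mM HEPES pH 7.5, 50 mM NaCl, 5 uM MgCl2, 0.05% BSA, 1 mM DTT. OMFP (added at 50 uM) then reacted 10 min; fluorescence read at 485/525 nm.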
Mito fusion act: mitochondrial division inhibition or fusion activation; 320,000 tested, 0.23% active; S. cerevisiae fusion-defective mutant growth rescue, CellTiterGlo 48 h; Potency, µM (top dose mostly 46.1 µM), for the others: at the top dose growth rescue (activation), usual class: activators;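 note: potency is the fitted concentration of half-maximal effect; % of control where 0% means no effect; nearly all actives have a fitted effect of over 45% in size; temperature-sensitive fusion mutants such as fzo1-1 at 37 °C on non-fermentable ethanol glycerol medium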
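Read-out: ATP-based luminescence (CellTiterGlo, 10 min ambient) reporting growth of fusion-defective ts yeast after 48 hours at 37C on glycerol/ethanol YPEG medium in the presence of compound.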
S-ASM inh: inhibitors of human secretory acid sphingomyelinase; P17405; placental ASM, HMU-PC fluorogenic substrate, 60 min; Potency, µM (series often up to 57.5 µM), without a hit: at the highest dose activity change, negative = inhibition, actives largely listed as inhibitors; 340,000 tested, 0.006% active; AID 504937; note: potency is the fitted concentration of half-maximal effect
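Human placenta-derived ASM enzyme was preincubated with compound for 10 minutes at room temperature, then given fluorogenic substrate HMU-PC0 (9 uM final) for 60 minutes at 37 °C; a pH 10 stop preceded fluorescence reading at Ex 386/Em 447 nm.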
BCR signal inh: chronic active BCR signaling inhibition; ABC-DLBCL IkBa-CBG/CBR reporter, luminescence ratio, 4 h; Potency, µM (top dose mostly 46.1 µM), for inactives: at the top dose ratio change, negative = lower green/red ratio, most hits filed as inhibitors; 340,000 tested, 0.05% active; AID 493014; active = well fitted inhibition curve with a large enough effect in the signal ratio, with a control signal flat, not every such curve was filed as active; inconclusive = small, poorly fitted or top-dose-only effect, or effect the other way, or a change in a side signal; the % refers to the signal ratio;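 note: potency is the fitted concentration of half-maximal effect; plate controls were basal doxycycline-induced cells for no effect and cells given 10 µM MG132 for full effect; MG132 reads +100%, hits lower the ratio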
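TMD8 ABC-DLBCL cells carrying doxycycline-inducible green luciferase fused to IkappaBalpha plus unfused red luciferase were exposed to compounds (up to 46 uM) for 4 hrs at 37C. Activity came from the overlap-corrected green/red luminescence ratio.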
KCNH2 WT inh: inhibitors of human wildtype KCNH2 potassium channel; Q12809; U2OS, BacMam KCNH2, thallium flux FluxOr; active compounds read low; activity change, % at 1.84 µM; 340,000 tested, 0.37% active; AID 720551;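 active = maximum activity change below -70%; inconclusive = maximum activity change between -70% and -50%; inactive = maximum activity change above -50%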; note: % is set by controls: 0 for no effect and ±100 for the full control effect
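U2OS cells were transduced with wild-type KCNH2 virus (2.03 x 10^8 / mL) for 4 h at room temperature, then cultured overnight at 37 C. Thallium flux was read with FluxOr dye. Rate constants were normalized to DMSO controls.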
TSHR antag: blocks TSH signaling through the human TSH receptor | 330,000 tested, 0.2% active | P16473 | activity change, negative = inhibition, % at 11.5 µM | TSHR-expressing cells, TSH-stimulated cAMP HTRF, 2 h; active compounds read low;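 active = activity change below a set negative limit, meaning inhibition stronger than a set level, cut at about -70% in these data; inconclusive = activity change between two set negative limits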; note: % is set by controls: 0 for no effect and ±100 for the full control effect
Target sequence (P16473 whole entry, looked up): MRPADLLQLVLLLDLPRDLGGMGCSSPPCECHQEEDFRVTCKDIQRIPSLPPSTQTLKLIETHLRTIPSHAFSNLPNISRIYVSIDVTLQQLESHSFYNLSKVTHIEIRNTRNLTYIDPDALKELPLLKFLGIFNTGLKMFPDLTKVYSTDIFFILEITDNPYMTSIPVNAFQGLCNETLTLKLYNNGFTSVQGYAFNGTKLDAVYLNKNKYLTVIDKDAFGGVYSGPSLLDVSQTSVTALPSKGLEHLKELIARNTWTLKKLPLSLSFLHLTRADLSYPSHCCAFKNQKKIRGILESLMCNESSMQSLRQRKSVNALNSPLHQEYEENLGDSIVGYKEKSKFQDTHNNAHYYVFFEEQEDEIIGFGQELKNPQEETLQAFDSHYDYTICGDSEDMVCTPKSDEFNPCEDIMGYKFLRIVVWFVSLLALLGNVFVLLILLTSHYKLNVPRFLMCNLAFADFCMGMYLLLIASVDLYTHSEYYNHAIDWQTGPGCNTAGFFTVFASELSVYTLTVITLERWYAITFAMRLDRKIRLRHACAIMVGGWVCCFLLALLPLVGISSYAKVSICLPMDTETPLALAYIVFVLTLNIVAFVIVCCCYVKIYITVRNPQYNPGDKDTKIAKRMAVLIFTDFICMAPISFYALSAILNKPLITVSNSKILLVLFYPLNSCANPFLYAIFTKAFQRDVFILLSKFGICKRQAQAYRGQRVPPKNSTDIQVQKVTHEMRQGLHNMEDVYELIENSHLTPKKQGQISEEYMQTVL
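TSHR-expressing cells were treated with compounds, then stimulated with TSH at EC80 (4nM final) for 2 hours at 37 deg C. Cellular cAMP was measured by HTRF competition between lysate cAMP and cAMP-d2 for a cryptate-labelled anti-cAMP antibody.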
Menin-MLL TR inh: menin-MLL binding inhibition, Texas Red mutant peptide; O00255; Menin + Texas Red MLL mutant peptide, fluorescence polarization; Potency, µM (doses to about 61.6 µM), for inactives: top-dose FP activity change, negative = inhibition, hits mostly inhibitors; 270,000 tested, 0.23% active; AID 1768; active = well fitted inhibition curve with a large enough effect in the polarisation, with a control signal flat, not every such curve was filed as active; inconclusive = small, poorly fitted or top-dose-only effect, or effect the other way, or a change in a side signal; inactive = no such curve, though single readings can be large or run the other way; the % refers to the polarisation; note: potency is the fitted concentration of half-maximal effect; % of control where 0% means no effect; many of its hits are not listed in these tables
Active calls of the source: *; i = inactive; ? = inconclusive; . = not tested or not shown; & = joins results of further samples; [ ] = another dose, or the depositor's remark. Unless noted, calls come from the whole dose curve; as a rule, active = well fitted curve in the direction sought with a large enough effect; inconclusive = small, poorly fitted or top-dose-only effect, or another doubt; inactive = no such curve, though single readings can be large; an effect the other way counts as inactive or inconclusive.

SMILES	PKM2 act	MBNL1 CUG block	USP2a block	GALK inh	Eya2 inh	Mito fusion act	S-ASM inh	BCR signal inh	KCNH2 WT inh	TSHR antag	Menin-MLL TR inh
N#Cc1ccccc1S(=O)(=O)Nc1ccc2c(c1)OCCO2	1%[11.5 µM]	5%	0%	0%	-2%	2%	3%	2%	-5	-12	13%
O=C(COc1ccc(F)cc1)Nc1nc(-c2ccccn2)cs1	.	.	-1%	.	-8%	8%	.	-1%	-2	1	.
CSc1nnc(C2CCN(CC(=O)Nc3ccccc3N3CCOCC3)CC2)n1C	.	-4%	2%	5%	-2%	-1%	-2%	5%	14	1	.
C(=Nc1ccc(Nc2ccccc2)cc1)c1ccc2ccccc2c1	14%	6%	-10%	0%	-6%	6%	-2%	7%	-7	1	?
O=C(Nc1ccc(Cn2cccn2)cc1)c1ccc(COc2cccc(Br)c2)cc1	-18%	-4%	2%	3%	-6%	6%	-13%	?	0	-18	8%
CNc1nc(Nc2ccccc2)nc(OCC(F)(F)F)n1	-1%	-5%	-1%	5%	-4%	-8%	0%	-1%	-2	70	42%[activator]
CCC(C)Nc1nc(CN2CCOCC2)nc2sc3c(c12)CCC3 (stereo not drawn)	1%	-2%	1%	1%	-3%	-5%	13%	?	-8	3	-10%
O=C(Oc1ccc(Cl)c2cccnc12)N1CCOCC1	-2%	5%	1%	0%	-7%	-1%	-2%	-3%	-15	7	7%
N=c1oc2ccc(Br)cc2cc1C(=O)NCc1ccc(F)cc1	4%	-4%	3%	8%	-5%	1%	1%	-5%	-12	2	.
CN(CC1CCCO1)S(=O)(=O)c1ccc(C(=O)Nc2nc3cc4c(cc3s2)OCO4)cc1 (stereo not drawn)	-36%	-5%	1%	.	-8%	-2%	0%	?	8	-33	21%
CCN(CC(=O)Nc1ccc(Cl)c(C(F)(F)F)c1)CC(=O)NC1CCS(=O)(=O)C1 (stereo not drawn)	7%	8%	0%	1%	5%	3%	-4%	?	-30	-1	9%
CN1/C(=C/c2cc[n+](C)c3ccccc23)C=Cc2ccccc21	-29%	?	0%	10%	-9%	-7%	-2%	?	-8	-31	?

Looked up above.
CCC(C)Nc1nc(CN2CCOCC2)nc2sc3c(c12)CCC3 (stereo not drawn) in TSHR antag shows 3
O=C(Nc1ccc(Cn2cccn2)cc1)c1ccc(COc2cccc(Br)c2)cc1 in GALK inh shows 3%

Retrieved one by one from the list above, 4 records:
SMILES	PKM2 act	MBNL1 CUG block	USP2a block	GALK inh	Eya2 inh	Mito fusion act	S-ASM inh	BCR signal inh	KCNH2 WT inh	TSHR antag	Menin-MLL TR inh
CN1/C(=C/c2cc[n+](C)c3ccccc23)C=Cc2ccccc21	-29%	?	0%	10%	-9%	-7%	-2%	?	-8	-31	?
CCC(C)Nc1nc(CN2CCOCC2)nc2sc3c(c12)CCC3 (stereo not drawn)	1%	-2%	1%	1%	-3%	-5%	13%	?	-8	3	-10%
N=c1oc2ccc(Br)cc2cc1C(=O)NCc1ccc(F)cc1	4%	-4%	3%	8%	-5%	1%	1%	-5%	-12	2	.
C(=Nc1ccc(Nc2ccccc2)cc1)c1ccc2ccccc2c1	14%	6%	-10%	0%	-6%	6%	-2%	7%	-7	1	?

Other compounds:
SMILES	PKM2 act	MBNL1 CUG block	USP2a block	GALK inh	Eya2 inh	Mito fusion act	S-ASM inh	BCR signal inh	KCNH2 WT inh	TSHR antag	Menin-MLL TR inh
Cc1cc(C)c(C(=O)N2CCCC(C(=O)c3cc(F)ccc3F)C2)o1 (stereo not drawn)	2%	-3%	0%	4%	2%	20%	2%	?	-8	-6	-11%
N#Cc1cccn1-c1nccs1	-20%	-5%	0%	5%	-3%	9%	1%	4%	17	3	4%
Oc1ccccc1C1=Nc2ncnn2C(c2ccccc2)C1 (stereo not drawn)	4%	?	0%	1%	4%	-3%	-1%	7%	-12	-14	8%
COc1cc([N+](=O)[O-])ccc1NC(=O)CN(C)C	-2%	33%[activator]	-1%	1%	6%	-8%	0%	-5%	-6	6	-6%
O=C(O)c1ccc(-c2nc3ccccc3[nH]2)cc1	-24%	.	5%	-2%	2%	-1%	3%	?	-5	7	-27%
O=C(COC(=O)/C=C/c1ccccc1[N+](=O)[O-])NC(=O)NC1CCCC1	.	.	2%	.	14%	-11%	-4%	4%	4	6	.
CC(=O)NN1C(=O)/C(=C/c2ccc(C(C)C)cc2)SC1=S	-10%	?	0%	-4%	-1%	3%	?	?	-4	2	12%
CCN1CCN(c2ccc(S(=O)(=O)N3CCOCC3)cc2NC(=O)C(C)Oc2ccc(Cl)cc2)CC1 (stereo not drawn)	.	.	4%	.	1%	-1%	-4%	-8%	16	2	.
O=C(NCC1CCCO1)c1c(O)c2c([nH]c1=O)CCCC2 (stereo not drawn)	-17%	-17%	1%	1%	18%	-3%	4%	?	-6	15	4%
CCNc1c([N+](=O)[O-])ncn1C	0%	13%	-2%	-1%	12%	-3%	-2%	1%	7	-3	.
CNc1oc(-c2cccc3ccccc23)nc1C#N	1%	5%	-2%	17%	-6%	1%	i	?	0	-5	?
N#CCCN(C(=O)COC(=O)c1nc(Cl)ccc1Cl)c1ccccc1	.	.	1%	.	4%	4%	1%	2%	-3	-6	.
CCCC(=O)c1cc2c(cc1NC(=O)c1ccccc1F)OCCO2	-1%	.	3%	1%	-4%	-3%&-6%	16%	15%&8%	12	3	6%
CCCC1N2CC3([N+](=O)[O-])CN1CC([N+](=O)[O-])(C2)C3(C)C (stereo not drawn)	5%	?	4%	2%	-17%	-1%	15%	1%	26	-3	7%
CCOc1ccc(NC(=O)CSc2nc3c(c(=O)n2-c2ccccc2OC)SCC3)cc1	1%	19%	0%	1%	-16%	4%	-8%	-1%	10	-2	6%
COc1ccc(NC(=S)NC(=O)Cc2ccccc2)c(OC)c1	0%	-3%	3%	-2%	0%	-9%	-6%	-1%	-6	5	37%[activator]
CN1CCC(N(C)C(=O)c2cc(S(=O)(=O)N3CCOCC3)ccc2Cl)CC1	.	.	1%	.	3%	.	5%	0%	-1	-4	.
C=CCOc1ccc(C(=O)n2cc(C(=O)OC)c3ccccc32)cc1	-2%	6%	0%	0%	2%	-7%	-5%	3%	2	-15	15%
C=CCc1c(OC)ccc2ccc(=O)oc12	-4%	-2%	0%	0%	-21%	10%	6%	-1%	11	-1	-2%
Cc1ccc(C)c(S(=O)(=O)Nc2ccc(O)c(Sc3ncn[nH]3)c2)c1	?	-8%	-2%	0%	1%	3%	1%	-7%	-5	-4	.
CCN1C/C(=C\c2cccc([N+](=O)[O-])c2)C(=O)/C(=C/c2cccc([N+](=O)[O-])c2)C1	20%	?	-5%	0%	-7%	2%	0%	?	-11	-2	2%
CC(C)N(C(=O)[C@H]1C[C@H](CC(=O)NCc2cccc(C(F)(F)F)c2)C(=O)N2CCc3c([nH]c4cc(CCC(=O)N(C)C)ccc34)[C@]12C)C(C)C	.	.	1%	.	2%	.	-4%	0%	-5	-6	.
Cc1cc(SCC(=O)NCCN2C(=O)CSC2=O)nc2ccccc12	-2%	?	1%	0%	9%	-7%	3%	-2%	-4	27	-18%
O=S(=O)(NCCOc1ccc(F)cc1)c1ccc2c(c1)OCCO2	9%	-1%	-1%	2%	-4%	-1%	-2%	-4%	0	1	2%
O=C(CCC(=O)OCc1ccc(C(=O)Oc2ccccc2)cc1)Nc1cccc2ccccc12	0%	0%	-1%	0%	-16%	2%	-9%	?	-3	5	19%
Cc1ccccc1CN1C(=O)Nc2ccccc2C(=O)N1C(C)(C)C	6%	0%	1%	-3%	24%	-3%	-1%	-5%	5	-34	-29%
CCCOc1ccc(C(C)=O)cc1CSCCC#N	-5%	1%	1%	0%	5%	1%	-3%	-12%	0	-2	-10%

This is a subset, so the mix of outcomes need not match the whole.
